Assay outcomes (PubChem)
AID2073: inhibitors of Mint1-CaV2.2 protein interaction, biochemical, HTRF (AID 2073) | Voltage-dependent N-type calcium channel subunit alpha-1B (Homo sapiens) | HTRF protein-protein interaction, Mint1-CaV2.2; higher % means a stronger effect | actives 0.19% (n = 290,000) | inhibition, % at 20 µM; hits with a dose series show IC50 in µM; in the data active = inhibition mostly above about 51%, no sharp cut-off; inconclusive = no clear call, values can overlap the other calls; inactive = mostly below about 53%; also: some results filed as inactive read as strong as hits
Dengue-2 NS5 capping: Dengue-2 NS5 methyltransferase inhibitors, primary screen, biochemical, confirmation dose response (AID 588689). Genome polyprotein (Dengue virus type 2 (strain 16681-PDK53)). Dengue-2 NS5 methyltransferase capping enzyme assay, biochemical; higher % means a stronger effect. actives 0.3% (n = 340,000). inhibition, % at 25 µM, or IC50 in µM where a hit was titrated; in the data active = a potency from the dose series; inconclusive = inhibition above about 29% without an active follow-up result
SV40 large T antigen: SV40 large T antigen inhibitors, biochemical (AID 1903) | actives 0.39% (n = 310,000) | SV40 large T antigen ATPase/helicase inhibition assay; higher % means a stronger effect | inhibition, % at 20 µM; hits with a dose series show IC50 in µM; in the data active = a potency from the dose series; inconclusive = inhibition mostly from about 32% at the one dose, without a potency; inactive = the rest, 99 in 100 with inhibition below about 32%; also: strong numbers were not always called active
NTR1 ag: agonists of NTR1, primary screen, imaging, U2OS cells, beta-arrestin-GFP, high content (AID 493036); Neurotensin receptor type 1 (Homo sapiens), P30989; NTR1-U2OS beta-arrestin-GFP spot imaging, agonist mode; activation, % at 20 µM; actives 0.17% (n = 330,000);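 active = activation at or above 40% of the spot to cytoplasm intensity ratio, with at least 20 cells analyzed; inconclusive = wells under 20 cells, flagged as cytotoxic or low count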;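 also: 0% = DMSO without peptide and 100% = 100 nM NTR1 peptide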
Target sequence (P30989 whole entry, looked up): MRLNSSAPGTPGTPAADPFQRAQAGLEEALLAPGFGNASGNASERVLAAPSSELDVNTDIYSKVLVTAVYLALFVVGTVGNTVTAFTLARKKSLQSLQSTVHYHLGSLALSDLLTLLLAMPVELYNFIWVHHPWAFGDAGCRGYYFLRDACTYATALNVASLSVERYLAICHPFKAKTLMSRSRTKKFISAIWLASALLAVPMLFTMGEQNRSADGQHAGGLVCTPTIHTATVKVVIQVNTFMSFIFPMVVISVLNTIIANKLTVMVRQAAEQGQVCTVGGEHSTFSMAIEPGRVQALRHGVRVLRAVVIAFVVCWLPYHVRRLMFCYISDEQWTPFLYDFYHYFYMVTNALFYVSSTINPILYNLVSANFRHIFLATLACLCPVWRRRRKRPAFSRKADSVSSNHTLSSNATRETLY
MgcRacGAP inhibition: MgcRacGAP GTPase-activating activity inhibitors, confirmation, biochemical, ADP Hunter fluorescence; actives 0.6% (n = 340,000); MgcRacGAP-stimulated Rac1 GTP hydrolysis, ADP Hunter fluorescence; higher % means a stronger effect; GST-tagged Rac1 F28L mutant substrate; inhibition, % at 30 µM; hits with a dose series show IC50 in µM; AID 624330, 2012;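 active = first-screen hits whose inhibition reached a set limit at any dose in the follow-up dose series; inconclusive = inhibition above the set first-screen limit but never retested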;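 also: fluorescence reports GDP produced by GAP-driven GTP hydrolysis; strong numbers were not always called active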
West Nile antiviral: West Nile virus antiviral activity, cell-based, CPE readout (AID 1621). CPE inhibition, % at 10 µM, or IC50 in µM where a hit was titrated. West Nile virus-infected cells, CPE inhibition; higher % means a stronger effect. actives 0.02% (n = 290,000); in the data active = a potency from the dose series; inconclusive = CPE inhibition mostly from about 3.7% at the one dose, without a potency; inactive = the rest, 99 in 100 with CPE inhibition below about 2.2%; also: strong numbers were not always called active
K1F lysis inhibition: inhibition of K1F phage lysis, E. coli UTI89, bacterial capsule biogenesis inhibitors, alamar blue (AID 488966) | inhibition, % at 100 µM; hits with a dose series show IC50 in µM | E. coli UTI89 K1F phage lysis, alamar blue, 2 h; higher % means a stronger effect | actives 0.02% (n = 340,000);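 active = phage lysis inhibition, versus mean bacterial control, above a set limit; inconclusive = no clear call, values can overlap the other calls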;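 also: capsule biogenesis inhibitors block K1F phage lysis so surviving cells raise fluorescence; higher fluorescence means more inhibition of phage lysis; actives were called in the ten point dose series up to 300 µM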
Siah-1 displacement: Siah-1 peptide-binding antagonists, primary screen, biochemical, fluorescence polarization, rhodamine-plectin, uHTS (AID 1817). Siah-1 / rhodamine-plectin peptide fluorescence polarization; higher % means a stronger effect. displacement, % at 20 µM; hits with a dose series show IC50 in µM. actives 0.02% (n = 290,000);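 active = displacement of at least 50% at 20 µM, with a fluorescence ratio check between 0.3 and a set limit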;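 also: plate controls were Siah plus tracer with DMSO for no effect and tracer alone without Siah for full effect; strong numbers were not always called active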
RSV CPE inhibition: RSV antiviral activity via CPE protection, HEp-2 cells, primary 10 µM value included (AID 2391); HEp-2 cells, RSV-induced CPE inhibition; higher % means a stronger effect; one-dose CPE inhibition, % at 10 µM; IC50 in µM for titrated hits; actives 0.13% (n = 310,000); in the data active = a potency from the dose series; inconclusive = CPE inhibition mostly from about 23% at the one dose, without a potency; inactive = the rest, 99 in 100 with CPE inhibition below about 21%; also: strong numbers were not always called active
NTR1 ag cell count 20 µM: second read-out of NTR1 ag, no call of its own (marks repeat the call); cell count; measured here: cell count, cytotoxicity flag
Dengue-2 NS5 capping pilot replicate: recorded beside Dengue-2 NS5 capping, whose call it bears; inhibition, %; measured here: pilot screen replicate inhibition
* marks the source's active call; other numbers are inactive results; ? = inconclusive; nt = no result given; [ ] = another dose, or the depositor's remark.

SMILES	AID2073	Dengue-2 NS5 capping	SV40 large T antigen	NTR1 ag	NTR1 ag cell count 20 µM	MgcRacGAP inhibition	West Nile antiviral	K1F lysis inhibition	Siah-1 displacement	RSV CPE inhibition	others
C[C@@H](NC(=O)c1ncn(Cc2ccccc2)c1C(=O)N[C@H](C)c1ccccc1)c1ccccc1	nt	0%	nt	2.2	63	4%	nt	8.9%	nt	6.1%
COC(=O)c1ccc(NC(=O)c2cccc(Cl)c2)o1	10%	-2%	26%	1.7	72	6%	-0.5%	1.4%	1%	3.2%
COc1cccc(-c2ocnc2C(=O)Nc2ccc3c(c2)CCC3)c1	-2%	-4%	6%	3.3	40	9%	0.4%	0.1%	1%	1.4%
O=C(CCC(=O)N1CCN(c2ccc(F)cc2)CC1)c1ccccc1	-10%	-7%	15%	-0.4	49	7%	0.0%	0.0%	2%	0.3%
CCOc1ccc(CN(C)C(=O)CNC(=O)c2ccc3ccccc3c2)cc1OC	8%	3%	6%	0.0	56	8%	0.1%	-1.1%	-3%	16%
CCCN(CC(=O)Nc1ccccc1OC)C(=O)CCC(=O)c1ccc(F)cc1	nt	-4%	6%	0.3	63	2%	nt	-1.5%	nt	1.5%
O=C(NCc1nnc(SCC(=O)N2CCCC2)o1)c1c(F)cccc1Cl	2%	-1%	7%	-1.1	87	1%	-0.5%	2.3%	6%	0.8%
c1ccc(-c2ccc(OCCOCCn3cncn3)cc2)cc1	8%	2%	7%	-6.1	85	18%	-0.5%	2.3%	-3%	8.9%
O=C(O)c1ccccc1Nc1ccc(OC(F)F)cc1	2%	1%	11%	-0.7	49	5%	0.7%	0.0%	5%	41µM*
Cc1cc(C(=O)Nc2ccc3c(c2)OCCO3)co1	16%	1%	3%	0.0	54	9%	-0.7%	0.1%	-1%	2.7%
N#Cc1cc2c(nc1SCC(=O)Nc1sc3c(c1C#N)CCC3)CCCC2	10%	3%	-5%	7.4	61	9%	0.1%	0.3%	1%	6.2%
CCN(CC(=O)Nc1cc(Cl)ccc1C)C(=O)C1CCCCC1	15%	0%	4%	-1.0	69	12%	1.2%	0.2%	4%	0.0%
CCOc1cccc2sc(Nc3nc4ccc(NC(C)=O)cc4s3)nc12	28%	-2%	8%	11	36	6%	-0.3%	4.0%	-14%	?
CCCCn1c(SCC(=O)Nc2cc(C(F)(F)F)cc(C(F)(F)F)c2)nnc1C(CC)N(C)C (stereo unspecified)	7%	-1%	8%	-0.1	77	-5%	-1.9%	0.2%	0%	3.6%
CC(C)(C)C(=O)Nc1nnc(SCc2cccc(F)c2)s1	-4%	-10%	19%	5.5	48	8%	-0.9%	0.2%	2%	4.2%
c1cncc(CSc2ccc(-c3cccnc3)nn2)c1	9%	6%	0%	-0.5	52	0%	0.0%	0.2%	-5%	0.5%
Cc1onc(-c2ccccc2)c1C(=O)NC1CC1	nt	-4%	nt	0.5	67	-5%	nt	-0.1%[50 µM]	nt	nt
CCn1c(SCC(=O)Nc2cc(NC(C)=O)ccc2OC)nnc1-c1ccncc1	-6%	nt	16%	nt	nt	nt	-0.3%	nt	-2%	nt
CC12CCC(c3c(C(=O)O)nn(-c4ccccc4)c31)C2(C)C (stereo unspecified)	-1%	-1%	6%	1.4	53	1%	0.2%	1.7%	2%	0.9%
Cc1nc2nc(SCC(=O)NCCCN3CCCCCC3)nn2c(C)c1Cc1ccccc1Cl	0%	-20%	13%	1.1	66	15%	0.7%	0.7%	0%	-0.4%
CCOC(=O)C1=C(C)NC2=C(C(=O)C(C(=O)OCC)C(c3ccc(OC)cc3)C2)C1c1ccccn1 (stereo unspecified)	-9%	-13%	4%	1.4	44	7%	0.2%	0.3%	-2%	2.3%
CC(=O)c1ccc(NC(=O)CSc2ccc(-c3ccco3)nn2)cc1	23%	-6%	13%	1.2	58	17%	-0.2%	-0.1%	11%	0.0%
CC(=O)c1c(C)[nH]c(C(=O)COC(=O)Cc2ccccc2F)c1C	nt	-1%	nt	-1.7	84	1%	nt	0.4%[50 µM]	nt	nt
CC1CCCCN1C/C=C/c1ccccc1[N+](=O)[O-] (stereo unspecified)	-3%	-6%	1%	-0.3	41	9%	?	4.1%	-1%	-0.4%
COc1cccc(Nc2nnc(SCC(=O)N3CCOCC3)s2)c1	9%	-6%	-3%	-0.2	49	1%	-0.6%	0.3%	-2%	1.6%
The list goes on:
SMILES	AID2073	Dengue-2 NS5 capping	SV40 large T antigen	NTR1 ag	NTR1 ag cell count 20 µM	MgcRacGAP inhibition	West Nile antiviral	K1F lysis inhibition	Siah-1 displacement	RSV CPE inhibition	others
Cc1cnc(NS(=O)(=O)c2ccccc2)c(Br)c1	8%	4%	16%	0.3	49	-2%	0.0%	0.6%	-2%	nt
COc1ccc(C(=O)CC(=O)C(=O)Nc2ccc(C)cc2Cl)cc1	7%	-5%	26%	0.9	97	10%	?	0.2%	3%	0.8%
COc1ccc(S(=O)(=O)NCC(=O)N(CC(=O)NCC2CCCO2)Cc2ccccc2)cc1 (stereo unspecified)	3%	-2%	12%	-0.7	60	6%	-0.7%	0.3%	0%	1.8%
CCOC(=O)C(C)Sc1nnc2c3ccccc3n(C)c2n1 (stereo unspecified)	4%	-8%	0%	-0.7	63	8%	-0.3%	0.7%	0%	2.0%
COc1ccc(S(=O)(=O)NNC(=O)c2sccc2-n2cccc2)cc1	2%	-4%	10%	-0.1	45	4%	-0.4%	0.3%	1%	-1.2%
Cc1ccc(C)c(OCCC(=O)Nc2ccc3c(c2)OCO3)c1	nt	-5%	nt	1.6	70	8%	nt	0.3%[50 µM]	nt	3.3%
COc1cc(CNCc2cccnc2)ccc1OCc1ccccc1	-7%	-2%	-4%	1.0	55	9%	-0.9%	0.1%	-4%	-1.5%
O=C(Nc1c(C(=O)Nc2cccc3ccccc23)cnn1-c1ccccc1)c1ccco1	-1%	9%	15%	2.1	42	5%	-0.1%	-0.3%	1%	4.0%
O=C1CCCC/C1=C\Nc1ccccc1C(=O)O	3%	14%	10%	0.3	74	5%	0.3%	0.6%	1%	0.1%
O=S(=O)(c1ccc2c(c1)OCCO2)N1CCN(c2nc3ccccc3s2)CC1	-7%	-8%	-6%	-0.9	34	3%	-0.3%	-2.0%	-1%	1.0%
CCn1c(=N)n(CC(O)c2ccccc2)c2ccccc21 (stereo unspecified)	-1%	-3%	-6%	-0.8	55	9%	-0.2%	-0.3%	-1%	-2.5%
Cn1ccnc1SCC(=O)Nc1cccc([N+](=O)[O-])c1	-2%	2%	1%	1.5	60	-8%	-0.5%	0.2%	1%	1.1%
Cc1ccccc1CNCCCSc1ncccn1	4%	-7%	11%	1.2	65	0%	-1.1%	0.2%	-2%	0.6%
COc1ccc(N2C(=O)CC(NC3CCCCNC3=O)C2=O)cc1 (stereo unspecified)	5%	-1%	15%	-1.1	47	-6%	0.9%	-0.1%	19%	0.8%
Cc1cccc(C)c1NC(=O)CN(C)CC(=O)Nc1ccccc1Br	-7%	-5%	0%	12	67	2%	0.2%	9.5%	2%	9.3%
O=c1oc2ccc(Cl)cc2nc1/C=C(\O)c1cccs1	-2%	?	12%	-0.1	68	19%	0.2%	0.7%	0%	nt
C[C@H]1CCC[C@]2(O[C@H](CCO)C[C@H](O)[C@H]2O)O1	nt	-8%	17%	-0.7	64	12%	0.2%	0.4%	nt	4.3%
COc1ccc(CN2CCN(CCSc3ccc(C)cc3)CC2)c(OC)c1OC	-1%	5%	10%	2.0	63	80µM*	-1.4%	0.2%	16%	0.0%	Dengue-2 NS5 capping pilot replicate=0.9
CN(CCc1ccccn1)C(=O)CCC1CCCN(C(=O)c2c3c(nn2C)CCCC3)C1 (stereo unspecified)	3%	-4%	6%	0.5	49	4%	-1.0%	-0.6%	2%	1.0%
CN(C)CC1CCCCC1C1(O)c2ccccc2CSc2sccc21 (stereo unspecified)	-3%	3%	12%	-0.3	45	8%	1.0%	3.5%	-8%	-0.5%
Cc1ccc(S(=O)(=O)/N=C/c2cc(Br)ccc2O)cc1	1%	-1%	8%	-0.3	60	3%	0.2%	0.1%	-2%	1.0%
CCN(CC)S(=O)(=O)c1cccc(C(=O)NNC(=O)c2ccc3[nH]c(=O)c(=O)[nH]c3c2)c1	-1%	-6%	14%	0.0	65	7%	-0.2%	0.2%	-7%	2.1%
CCN1CCN(S(=O)(=O)c2ccc(Cl)c(C(=O)N(C)Cc3ccccc3)c2)CC1	nt	9%	nt	0.4	85	-3%	nt	0.9%[50 µM]	nt	0.4%
COc1cc(/C=N/NC(N)=S)ccc1OCC(=O)N1CCOCC1	0%	1%	-2%	2.1	62	11%	0.7%	0.8%[50 µM]	5%	0.0%
C/C=C/c1ccc(OCC(O)CNCC(c2ccc(OC)cc2)N(C)C)c(OC)c1 (stereo unspecified)	10%	-1%	4%	-0.8	81	31%	-0.1%	0.3%	4%	-3.0%
(cont.)
SMILES	AID2073	Dengue-2 NS5 capping	SV40 large T antigen	NTR1 ag	NTR1 ag cell count 20 µM	MgcRacGAP inhibition	West Nile antiviral	K1F lysis inhibition	Siah-1 displacement	RSV CPE inhibition	others
COc1ccc(CN2CCCC(C(=O)N(C)Cc3ccccc3)C2)cc1OC (stereo unspecified)	-2%	nt	-7%	-0.4	65	28%	-0.4%	-0.3%	0%	0.1%
Cc1cccc(N=C2NC(=O)/C(=C/c3cccn3C)S2)c1	-4%	2%	8%	-0.1	45	6%	0.6%	0.0%	-6%	nt
N#Cc1ccccc1/C=N/Nc1nc(-c2ccccc2)c2cc(Cl)ccc2n1	3%	10%	-1%	1.7	61	6%	0.6%	5.1%	4%	0.9%
COc1cc(OC)cc(C(=O)OCC(=O)N(C)c2ccccc2)c1	-3%	-7%	26%	0.0	59	7%	-0.7%	0.2%	0%	1.8%
O=[N+]([O-])c1cc(C(F)(F)F)ccc1NCCCN1CCOCC1	1%	-1%	14%	-1.4	41	0%	-1.6%	1.1%	-1%	-1.4%
CCC1CCC/C1=N\NC(=O)c1cc(C)[nH]n1 (stereo unspecified)	12%	-5%	5%	0.9	41	3%	-0.5%	0.4%	-4%	1.9%
CCN(C[C@H]1N[C@@](CC)(C(=O)OC)[C@H]2C(=O)N(C)C(=O)[C@@H]12)S(=O)(=O)c1ccc(C)cc1	nt	-10%	nt	-0.9	61	1%	nt	0.2%	nt	nt	Dengue-2 NS5 capping pilot replicate=-7.0
O=C(OC(C(=O)NCc1cccs1)c1ccccn1)c1cccs1 (stereo unspecified)	-6%	-1%	6%	-0.3	48	4%	-0.2%	-0.2%	2%	1.4%
